# PERK inh: block of dimerizer-induced PERK translation repression, primary screen, PERK inhibitor project, CHO PERK-DD cells, SEAP luminescence, HTS | Eukaryotic translation initiation factor 2-alpha kinase 3 (Homo sapiens), Q9NZJ5 | CHO PERK-DD fusion, SEAP luminescence translation reporter | inhibition, % at 5.6 µM | 220,000 tested, 0.17% active;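 active = inhibition above the mean inhibition of all tested compounds plus 3 SD, set separately per screening campaign, cut at about 2.9% in these data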;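 note: PERK kinase domain activated by AP20187 dimerizer at 100 nM; 0% = DMSO with dimerizer and 100% = rapamycin at 8.4 µM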
# Target sequence (Q9NZJ5 whole entry, looked up, the tested form may be a part): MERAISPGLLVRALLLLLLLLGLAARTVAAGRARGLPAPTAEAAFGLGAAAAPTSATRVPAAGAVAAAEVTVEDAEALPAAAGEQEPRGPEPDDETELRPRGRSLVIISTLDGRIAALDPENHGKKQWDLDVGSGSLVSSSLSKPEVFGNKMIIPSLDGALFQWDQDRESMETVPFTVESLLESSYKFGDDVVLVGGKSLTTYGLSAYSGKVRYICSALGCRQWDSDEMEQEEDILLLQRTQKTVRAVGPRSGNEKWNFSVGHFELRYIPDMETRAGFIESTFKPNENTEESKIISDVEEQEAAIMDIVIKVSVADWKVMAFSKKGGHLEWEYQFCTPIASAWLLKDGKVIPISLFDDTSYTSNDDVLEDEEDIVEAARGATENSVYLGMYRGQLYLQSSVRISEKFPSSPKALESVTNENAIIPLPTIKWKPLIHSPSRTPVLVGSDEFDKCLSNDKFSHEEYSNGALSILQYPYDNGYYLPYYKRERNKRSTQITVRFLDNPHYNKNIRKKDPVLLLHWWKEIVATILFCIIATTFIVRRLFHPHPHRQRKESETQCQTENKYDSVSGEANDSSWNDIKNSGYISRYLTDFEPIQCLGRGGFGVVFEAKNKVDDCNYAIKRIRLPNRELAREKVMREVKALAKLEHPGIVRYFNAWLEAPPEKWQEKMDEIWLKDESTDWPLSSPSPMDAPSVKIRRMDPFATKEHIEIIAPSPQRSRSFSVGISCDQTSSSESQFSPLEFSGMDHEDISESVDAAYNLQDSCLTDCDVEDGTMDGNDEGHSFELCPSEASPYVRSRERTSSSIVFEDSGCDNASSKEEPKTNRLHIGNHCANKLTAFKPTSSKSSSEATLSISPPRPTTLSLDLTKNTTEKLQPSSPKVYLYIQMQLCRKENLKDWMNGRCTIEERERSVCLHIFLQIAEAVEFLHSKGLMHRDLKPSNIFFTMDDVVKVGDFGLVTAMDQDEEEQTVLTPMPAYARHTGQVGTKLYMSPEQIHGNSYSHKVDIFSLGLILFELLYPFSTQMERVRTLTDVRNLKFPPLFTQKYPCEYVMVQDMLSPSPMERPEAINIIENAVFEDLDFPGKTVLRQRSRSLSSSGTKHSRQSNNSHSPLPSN
# NPY2 pot ag: NPY-Y2 potentiators or agonists, primary screen, cell-based | AID 1359, 2008 | 220,000 tested, 0.45% active | cells expressing NPY-Y2, potentiator/agonist read-out | activation, % at 3.6 µM | Neuropeptide Y receptor type 2 (Homo sapiens), P49146; in the data active = activation above about 27%;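 note: cells stimulated with NPY near EC25 plus isoproterenol at EC100; 0% = vehicle plus submaximal agonist and 100% = vehicle plus saturating agonist; some results beyond the cut were filed as inactive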
# eIF4E 4G PPI: eIF4E–eIF4G protein interaction inhibitors, primary screen, biochemical, uHTS, TR-FRET, eIF4GI fragment. Eukaryotic translation initiation factor 4E (Mus musculus) + Eukaryotic translation …. TR-FRET eIF4E-eIF4GI(517-606) binding, 2 h. inhibition, % at 21.7 µM. 220,000 tested, 0.37% active;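 active = inhibition above about 30%, limit read from the data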;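 note: 0% = full FRET control wells and 100% = background wells lacking eIF4GI fragment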
# Wee1 degr inh: Wee1 degradation inhibitors, primary screen, cell-based, HeLa, Wee1K328M-luciferase, luminescence. 220,000 tested, 1.2% active. HeLa Luc-Wee1K328M stability; 100% = proteasome inhibitor MG132 effect. reporter increase, % at 5 µM. AID 1321, 2008;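 active = activation above the mean of all tested compounds plus 3 SD, set per screening run, cut at about 8.8% in these data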;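 note: cells exposed to compound for 20 h before luminescence read; 0% = DMSO alone and 100% = MG132 at 30 µM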
# BaF3 tox: parental Ba/F3 cell viability inhibition, counter-screen for JAK2V617F inhibitor project, murine pro-B, CellTiter-Glo luminescence; CellTiter-Glo ATP luminescence; inhibition, % at 5.6 µM; 220,000 tested, 1.1% active;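 active = inhibition above a per-campaign cutoff, the mean inhibition of all tested compounds plus 3 SD, cut at about 27% in these data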;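 note: 0% = DMSO wells and 100% = JAK Inhibitor I control wells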
# Ba/F3 V617F tox: reduced viability of JAK2V617F-dependent Ba/F3 cells, primary screen, JAK2V617F inhibitor project, cell-based, Ba/F3 EpoR-JAK2V617F, luminescence; ATP luminescence; inhibition, % at 5.6 µM; AID 1446, 2008; 220,000 tested, 1.1% active;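 active = inhibition above the campaign mean plus 3 SD over all tested compounds, cut at about 24% in these data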;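 note: cytokine-independent growth of Ba/F3 cells driven by EpoR plus mutant JAK2; 0% = DMSO-treated cells and 100% = JAK inhibitor I control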
# Mdm2 ligase inh: MDM2-luciferase reporter signal enhancers, primary screen, MDM2 E3 ligase inhibitor project, cell-based, luminescence, 1536-well; E3 ubiquitin-protein ligase Mdm2 (Homo sapiens), Q00987; cell-based MDM2 ubiquitination luciferase reporter, 2 h; 0 = plate control, 100 = twice control, blank-subtracted; signal enhancement, % at 5 µM; 210,000 tested, 0.11% active;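 active = signal enhancement of 30% or more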;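 note: luminescence tracks abundance of the self-degrading MDM2-luciferase fusion protein; higher signal means inhibition of MDM2 E3 ligase activity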
#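 test system = mammalian cells stably expressing self-ubiquitinating, self-degrading MDM2 E3–luciferase fusion | quantity = 2000 cells/well | incubation = cell settling 4 h, compound treatment 2 h, both 37 °C | signal = luminescence with SteadyLite reagent, 15 min at room temperature | evaluation = % enhancement relative to plate controls after blank subtraction | benchmarks = plate controls and plate blanks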
# S1P4 antagonist: S1P4 receptor antagonists, primary screen, cell-based; Sphingosine 1-phosphate receptor 4 (Homo sapiens), O95977; S1P4-expressing cells, antagonist mode, reporter read-out; inhibition, % at 4.98 µM; 220,000 tested, 0.26% active; AID 1510, 2009; in the data active = inhibition above about 29%;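 note: 0% = wells stimulated with agonist and 100% = vehicle wells without agonist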
# S1P4 ag: S1P4 receptor agonists, primary screen, cell-based; S1P4-expressing cell line, agonist reporter assay; activation, % at 4.98 µM; 220,000 tested, 0.35% active; AID 1509, 2009; in the data active = activation above about 11%;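 note: 0% = DMSO vehicle and 100% = reference agonist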
# The depositor's hits bear a star; nt = no result given; & = joins results of further samples; [ ] = dose if it differs, or a comment.
# Each structure is followed by: Wee1 degr inh	PERK inh	NPY2 pot ag	Mdm2 ligase inh	eIF4E 4G PPI	Ba/F3 V617F tox	S1P4 ag	S1P4 antagonist	BaF3 tox
- Cc1c(NC(=S)NC(=O)c2ccco2)c(=O)n(-c2ccccc2)n1C
→ 1	0.4	1	5	1	-4	1.4	-38	4
- O=C1CN=C(Nc2ccccc2Cl)N1Cc1ccc2c(c1)OCO2
→ 1	0.1	3	nt	8[fluorescence artefact?]	-1	0.9	-3	2
- CN(Cc1cccs1)C(=O)COC(=O)CNC(N)=O
→ 5	1.2	0	-1	-3	-3	0.6	5	5
- O=C1N/C(=N/NC(=O)c2cccc3ccccc23)S/C1=C\c1ccccc1OCc1ccccc1
→ 1	0.1	-3	-4	-4	0	1.3	-15	-1
- Cc1ccc2cc(C(c3nnnn3C3CCCC3)N(Cc3ccccc3)Cc3ccco3)c(=O)[nH]c2c1 (centres undefined)
→ 1	0.2	-8	-2	-4	-1	0.2	-14	1
- CCCC(=O)Nc1ccc2c(c1)COC2=O
→ 0	0.8	-3	-1	1	-2	0.1	-2	4
- CCOC(=O)C1=C(CC)Nc2ccccc2N/C1=N\S(=O)(=O)c1ccc(C(=O)OCC)cc1
→ 2	-0.1	-1	-4	4	5	1.6	-22	2
- CC(C)CC(=O)Nc1cc([N+](=O)[O-])ccc1Cl
→ -1	0.9	7	-14	-1[fluorescence artefact?]	-4	-0.2	-3	-1
- CCC(CC)NC(=O)COC(=O)c1cc(SC)ccc1Cl
→ 5	1.2	-6	-19	0	-1	-0.8	0	-3
- CCCC/C(O)=N\S(=O)(=O)c1ccc(N=NN(C)C)cc1
→ 5	0.7	-2	-7	3	-3	0.2	-2	-2
- COc1ccc(C(=O)Nc2ccc(N3CCN(C(C)=O)CC3)cc2)cc1[N+](=O)[O-]
→ 1	-0.1	3	-2	1	0	-2.0	-3	-1
- CCCCCCCCCOC(=O)C(CC(=O)O)N1CCOCC1 (centres undefined)
→ -1	-0.6	-20	-17	-2	-3	-3.6	6	1
- COc1ccc(C(=O)Nc2ccccc2-c2nnn(CC(=O)Nc3ccc4c(c3)OCCO4)n2)cc1
→ 0	0.7	4	-10	2	-2	0.1	-22	2
- N/C(=N\OC(=O)c1csnn1)c1ccc(C(F)(F)F)cc1
→ 0	0.9	-6	-9	-2	-4	0.9	4	0
- COc1ccc(S(=O)(=O)N2CCc3ccccc32)cc1C(=O)NCCc1ccccn1
→ -4	0.4	-5	-4	2	0	0.3	-11	6
- Cc1nc2ccc(S(=O)(=O)NCC(=O)N3CCOCC3)cc2s1
→ -2	1.1	11	-6	4[fluorescence artefact?]	1	0.5	7	6
- CNCCOc1nc(N2CCOCC2)nc(C)c1[N+](=O)[O-]
→ 4	0.1	5	-9	-1	-2	5.5	-8	5
- CC1CCCCC12NC(=O)N(Cn1nnc3ccccc3c1=O)C2=O (centres undefined)
→ -3	-0.1	7	-19	1	-3	0.9	9	0
- CC(C)n1c(SCC(=O)N2CCCC2)nc2c1c(=O)n(C)c(=O)n2C
→ -1	-0.3	8	-17	-7[fluorescence artefact?]	-2	0.1	-2	1
- CSC1=NC2(CCCCC2)C2=C(CCCC2)N1
→ -3	0.9	-4	-3	7[fluorescence artefact?]	-3	-1.5	-9	5
- N/C(=N\OC(=O)CCCc1ccccc1)c1cccnc1
→ 0	0.4	9	nt	5	-5	-0.8	-13	0
- O=C(Nc1cc2ccccc2oc1=O)c1ccccc1
→ 4	0.7	-3	-85	3	2	-0.4	6	3
- O=C(CCSc1ccccc1)NCCN1CCOCC1
→ -3	1.7	3	17	4[fluorescence artefact?]	-4	0.8	-12	1
- Cc1nn(-c2ccccc2)c2c1C1(C(=O)N(C(C)C)c3ccccc31)C(C#N)=C(N)O2 (centres undefined)
→ -1	-0.1	-12	5	6	4	1.9	-32	2
- CCOC(=O)C1CCCN(C(=O)c2cc(-c3ccccc3)on2)C1 (centres undefined)
→ -1	0.4	10	-10	5	-2	-0.7	2	4
- O=C(CSc1nnnn1Cc1ccccc1)NC1CCCCC1
→ 3	-1.2	-2	-8	-1	2	-0.8	-8	5
- OC(CNCc1ccco1)COc1ccccc1 (centres undefined)
→ -1	0.7	-2	-1	5	-2	0.6	-9	1
- Cc1ccc(S(=O)(=O)Nc2c(C)[nH]c(=O)[nH]c2=O)cc1C
→ -1	0.4	-7	2	0	-3	-1.2	-16	7
- Cc1cccnc1CN1CCN(Cc2nc(Cc3cccc(F)c3)no2)CC1
→ -2	0.3	-11	-22	-1	0	-1.5	-6	8
- COc1ccc(CN(C)CC(=O)c2c(N)n(Cc3ccccc3)c(=O)n(C)c2=O)c(OC)c1
→ -4	-0.2	-3	-4	0	-4	-0.4	13	7
- O=C1C=C(c2ccccc2)OC(=O)C1C(=O)c1ccccc1 (centres undefined)
→ 0&-1	1.9&1.0	4&5	-8&-11	2&3	-2&1	0.4&0.1	19&-1	-2&3
- Cc1nc(Cl)sc1C(=O)NC(C)c1ccc(Cl)cc1 (centres undefined)
→ -1	0.5	1	-2	1[fluorescence artefact?]	-7	-0.3	-14	-2
- Nc1cc(=O)[nH]c(SCC(=O)Nc2nc3ccc([N+](=O)[O-])cc3s2)n1
→ -3	-0.5	6	-14	1	6	0.1	-5	0
- O=C(CSc1nc2ccccc2c(=O)[nH]1)N1CCCCCC1
→ 3	-0.1	14	-1	-14	-4	-0.9	-10	1
- CCCCOc1ccc(C(C)NC(=O)CCS(=O)(=O)Cc2ccc(C)cc2)cc1 (centres undefined)
→ 0	-0.7	-1	-17	1	-4	-1.4	-12	3
- Cc1nn(Cc2ccccc2Cl)c2sc(C(=O)Nc3nccs3)cc12
→ -1	-0.8	4	2	3	2	1.1	-27	5
- CC(=O)Nc1c2c(nn1-c1cccc(Cl)c1)CS(=O)C2 (centres undefined)
→ 0	1.1	8	-17	7	0	0.2	-5	6
- CC(=O)c1c(C)[nH]c(C(=O)CSc2nnc(C3CCCCC3)n2N)c1C
→ 4	-0.4	25	-5	-2	16	1.9	-29	9
- COC(=O)c1cccc(NC(=O)C2COc3ccccc3O2)c1 (centres undefined)
→ 1	1.3	5	-25	0	-2	-5.3	-4	2
- COC(=O)c1oc2c(c1C)C1(CCC2)SCCS1
→ 2	0.0	-23	1	2[fluorescence artefact?]	1	5.5	-16	2
- Cc1cc(C)nc(NS(=O)(=O)c2ccc(NC(=O)C3COc4ccccc4O3)cc2)n1 (centres undefined)
→ -1	0.8	-3	-14	1	6	-1.2	-1	9
- O=C(c1ccc2nc[nH]c2c1)N1CCc2ccccc2C1
→ -1	-0.4	4	-6	-3	0	-0.2	-18	3
- O=S1(=O)C=C(SCc2ccccc2)Nc2ccccc21
→ 2	0.6	-10	20	-5	-1	-0.1	-8	3
- COc1ccc(C(C)=O)cc1COC(=O)CCCN1C(=O)c2ccccc2C1=O
→ 0	0.5	-9	-4	2	3	-0.1	5	2
- O=C(NNC(=O)c1ccccc1-n1cccc1)c1ccc(Cl)cc1
→ -2	0.5	-1	-14	1[fluorescence artefact?]	-2	2.0	11	2
- Cc1c(C)n(CC(O)CN2CCOCC2)c2ccccc12 (centres undefined)
→ -4	0.4	4	-2	5	3	-1.4	9	3
- COc1ccc(NC(=O)CCc2nc(-c3ccccc3F)no2)cc1
→ -1	0.2	5	15	-6	2	-2.3	-7	6
- O=C(CSc1nnc(COc2ccccc2)o1)c1ccccc1
→ -1	-0.2	-25	-42	5	6	2.5	-6	10
- CCc1c(O)nc(SCC(=O)Nc2ccc(OC)cc2)n(C2CCCCC2)c1=O
→ 0	0.1	3	-12	3	-3	0.1	-20	-1
- Cc1ccc(C(=O)O)cc1NC(=O)c1ccc(Cn2nc(C)c(Cl)c2C)o1
→ 0	0.6	12	2	-2	0	-0.9	-3	2

# (more compounds)
# Each structure is followed by: Wee1 degr inh	PERK inh	NPY2 pot ag	Mdm2 ligase inh	eIF4E 4G PPI	Ba/F3 V617F tox	S1P4 ag	S1P4 antagonist	BaF3 tox
- CC(=O)c1ccc2c3c(ccc(O)c13)CC2
→ 2	-0.5	4	-4	-15	4	0.5	-13	6
- CCCCSc1nc(C(=O)O)cc(=O)[nH]1
→ 2	1.4	-9	-10	-2	-2	0.7	16	-4
- O=C1NCCN(Cc2ccc(Cl)c(F)c2)C1CC(=O)N1CCCCO1 (centres undefined)
→ 0	-0.1	0	-7	-3	1	0.7	-9	3
- Cn1cc(C(N)=O)c2ccccc21
→ 2	1.0	8	4	-3	1	1.6	0	1
- Cc1nccc(-c2ccc(-n3c(C)ccc3C)cc2)n1
→ 1	-0.7	-3	-10	5	3	-1.2	-15	2
- CCOC(=O)C1(Cc2ccc(OC)cc2)CCN(C(=O)CN2CCCCC2=O)CC1
→ 1	1.9	-13	-7	-1	-4	-2.6	10	0
- COC(=O)C1CCN(CC(=O)NC(=O)NC2CCCCC2)CC1
→ 3	0.4	6	-2	-2	-3	0.7	-3	1
- COC(=O)C(Cc1ccccc1)NC(=O)c1cc(S(=O)(=O)N(C)C)ccc1Cl (centres undefined)
→ -5	0.3	1	-9	2	-1	-0.7	3	-1
- O=C(c1ccccc1)c1ccc(Oc2ncccn2)cc1
→ -1	0.2	-4	-8	0	-2	1.7	-22	3
- Cn1c(SCc2cc(=O)n3cc(Br)ccc3n2)nnc1C1COc2ccccc2O1 (centres undefined)
→ 0	-1.3	-23	-7	4	6	-0.8	-18	7
- COc1ccc(-c2nc(C(N)=O)c3[nH]c(=O)n(-c4ccccc4OC)c3n2)c(OC)c1
→ 2	-1.1	2	-13	-2	3	-1.4	-10	9
- COc1ccc(-c2c(C)[nH]n3c(=O)c(Cc4ccccc4)c(C)nc23)cc1
→ -1	-0.2	0	4	6[fluorescence artefact?]	1	-0.7	7	11
- Cc1ccc(C(c2nnnn2Cc2cccs2)N2CCN(Cc3ccc4c(c3)OCO4)CC2)cc1 (centres undefined)
→ 3	0.0	-8	-3	2	-2	0.8	-14	1
- Cc1cccc(NC(=O)c2ccc(-c3ccccc3[N+](=O)[O-])o2)c1
→ -1	0.7	2	-2	0	-2	0.0	-19	1
- CCc1ccc(C(=O)NNc2ccc(C)c(Cl)c2)cc1
→ 2	0.1	-6	-13	-5	4	1.7	-10	-2
- O=C(c1ccc(-n2cnnn2)cc1)N(C1CCCCC1)C1CCCCC1
→ 6	0.1	1	-13	4	0	1.8	7	2
- O=C(c1ccccc1F)N1CCN(c2ccccc2)CC1
→ -1	0.7	6	-11	-5	-1	1.5	11	0
- CCOc1ccc(C(=O)NCC2CCCO2)cc1 (centres undefined)
→ 2	0.2	1	-3	-8	3	1.6	-12	6
- Cc1cc(NC(=O)CSc2nc(C(C)C)nc3ccccc23)no1
→ -1	-0.7	-13	-6	3	-2	1.7	-13	3
- CCOC(=O)c1cn2nc(N3CCCC3)ccc2n1
→ -1	0.6	-3	-55	-3	-1	0.4	-3	3

# Source: PubChem BioAssay
